Source: PubChem
TbREL1 inh: TbREL1 inhibition, primary screen | P86926 | actives 0.49% (n = 89,000) | TbREL1 RNA ligation, FRET fluorescence | inhibition, % at 9.66 µM;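 active means inhibition above the mean inhibition across all screened compounds plus 3 SD, cut at about 11% in these data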;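 further: 0% = plate median of test wells and 100% = NSC42067 control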
Target sequence (P86926 whole entry, looked up): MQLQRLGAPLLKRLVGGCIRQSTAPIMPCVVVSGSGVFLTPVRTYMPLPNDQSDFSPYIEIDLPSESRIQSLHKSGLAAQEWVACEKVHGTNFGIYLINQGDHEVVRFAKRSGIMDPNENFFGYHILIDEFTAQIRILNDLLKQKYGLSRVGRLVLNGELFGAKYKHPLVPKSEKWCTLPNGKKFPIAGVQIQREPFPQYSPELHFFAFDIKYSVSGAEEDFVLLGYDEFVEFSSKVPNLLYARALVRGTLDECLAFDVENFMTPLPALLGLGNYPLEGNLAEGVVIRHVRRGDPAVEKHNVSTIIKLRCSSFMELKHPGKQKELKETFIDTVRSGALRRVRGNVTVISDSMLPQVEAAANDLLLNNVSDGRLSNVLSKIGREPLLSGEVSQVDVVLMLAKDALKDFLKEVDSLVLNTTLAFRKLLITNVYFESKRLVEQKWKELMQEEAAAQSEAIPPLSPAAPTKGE
* hit, by the source's call.

SMILES	TbREL1 inh
CCOC(=O)C1CCN(C(=O)CCc2ccccc2)CC1	-1
CC(=O)Nc1ccc(NC(=O)Cc2sc(-c3cccnc3)nc2-c2ccc(C)cc2)cc1	2
Cc1cc(C(=O)CCC(=O)Nc2ncccc2C)c(C)s1	-1
O=C(Cc1ccccc1)NCC(=O)Nc1ccc(OC(F)(F)F)cc1	-2
O=C1/C(=C/c2ccc(O)cc2)COc2ccccc21	-1
Nn1c(SCC(=O)NC2CCCCC2)nnc1-c1cc(-c2ccc(Cl)cc2)n[nH]1	-2
COc1ccc(/C=C/C(=O)Nc2cc(C(F)(F)F)ccc2Cl)cc1OC	1
COc1ccc(CNC(=O)C2CC=CCC2C(=O)O)cc1OC (stereo not drawn)	5
O=C(CSc1ncccc1C(=O)O)NC1CCCCCCC1	-3
CCn1c(CC(=O)Nc2ccccc2)nnc1SCC(=O)Nc1nnc(C)s1	-2
CCCCCCC/C=C(\C)[C@@H](O)[C@@H](C)C(=O)N1CCC[C@@H]1C(=O)O	-5
COc1ccc(CN(C)C(=O)c2ccc(NS(=O)(=O)c3ccc(F)cc3)cc2)c(OC)c1	2
COc1cccc(CN2CCN(C(=S)NCc3ccc(Cl)cc3)CC2)c1	-4
Cc1ccc(S(=O)(=O)N2CCCCC2)cc1NC(=O)c1ccc(=O)[nH]c1	6
CCOC(=O)c1c(N2C(=O)CC(Sc3ccccc3C(=O)O)C2=O)sc(C)c1C (stereo not drawn)	-2
CCc1nc(C)cn1S(=O)(=O)c1cc(Br)ccc1OC	-3
NC(=O)CC(NC(=O)Cc1ccc(Br)cc1)c1ccc(NC2CC3CCC2C3)c([N+](=O)[O-])c1 (stereo not drawn)	0
COc1ccc(OC)c2c(N)c(C#N)c(C(F)(F)C(F)(F)F)nc12	1
CCC(=O)N1CCN=C1SCc1ccccc1Cl	0
COC(=O)c1sccc1-n1cccc1C(=O)N1CCOCC1	1
Cc1nn(CCc2n[nH]c(=S)n2C2CCCCC2)c(C)c1Br	-3
Cc1ccc(C(=O)OCC(=O)NCCc2ccccc2)cc1S(=O)(=O)N1CCOCC1	3
Fc1ccc(CN2CCSCC2)cc1Br	1
COc1cc2oc(=O)cc(-c3ccc(-c4ccc(CO)cc4)cc3)c2c(OC)c1OC	3
O=C(OCc1ccccc1)c1cccnc1Cl	7
Cc1cccc(-c2nc(CSCC(=O)NCc3cccs3)c(C)o2)c1	0
NNC(=O)c1nc(Cl)c(Cl)c(N)c1Cl	-2
Cc1ccccc1SCC(=O)OCC(=O)N1CC(=O)Nc2ccccc21	3
COCCN(C(=O)C(C)C)c1nnc(-c2ccc(C)cc2)s1	-1
CCO[C@@H]1OC(C(=O)N2CCOCC2)=C[C@H](c2ccc(Br)cc2)[C@H]1CCCO	0
O=C(COc1ccc(F)c(Cl)c1)N[C@H]1CCCN(CC2CC2)C1	-6
CC(C)CN(C(=O)COC(=O)CCSc1ccc(F)cc1)c1c(N)n(Cc2ccccc2)c(=O)[nH]c1=O	1
O=c1cccc(-c2cccc3ccccc23)o1	0
C=CCn1c(SCc2cccc(C(F)(F)F)c2)nnc1-c1ccc(OC)cc1	0
CN(C(=O)CCc1cn(C)c2ccccc12)c1ccc(Oc2cccnc2)cc1	-3
CCN(CC)c1ccc(NC(=O)C2CCCN(S(=O)(=O)c3cccnc3)C2)c(C)c1 (stereo not drawn)	-3
COC(=O)c1nc(NC(=O)c2ccccc2)n[nH]1	1
Cc1ccc(CNC(=O)c2cccnc2Sc2cccc(Cl)c2)cc1	-3
CC(C)c1ccc(/C=C/C(=O)Nc2nc3ccc([N+](=O)[O-])cc3s2)cc1	3
Cc1ccc(CCNC(=O)c2cc(C)nn2-c2ccccc2)cc1	-1

In the list so far, 4 have a thiophene ring, fused or not.
SMILES	TbREL1 inh
Cc1cc(C(=O)CCC(=O)Nc2ncccc2C)c(C)s1	-1
CCOC(=O)c1c(N2C(=O)CC(Sc3ccccc3C(=O)O)C2=O)sc(C)c1C (stereo not drawn)	-2
COC(=O)c1sccc1-n1cccc1C(=O)N1CCOCC1	1
Cc1cccc(-c2nc(CSCC(=O)NCc3cccs3)c(C)o2)c1	0

Next results.
SMILES	TbREL1 inh
CCCc1cc(=O)[nH]c(NCc2ccc(Cl)cc2)n1	3
COc1ccc(S(=O)(=O)N(CCc2ccccc2)CC(=O)N2CCOCC2)cc1	-6
Cc1c(C(=O)c2ccc(Cl)cc2[N+](=O)[O-])c2ccccn2c1CCC#N	-3
CN(Cc1cccs1)C(=O)c1ccc(Cl)c(S(=O)(=O)N2CCCCCC2)c1	-2
CCOC(=O)N[C@H](C(=O)N1CCC[C@H]1C(=O)NCCc1ccccc1Cl)C1CCCCC1	2
COc1ccc(NC2CCCN(C(=O)c3ccc(C(C)=O)cc3)C2)cc1 (stereo not drawn)	-9
O=C(CSc1ccccc1)NCC1(N2CCOCC2)CCCCC1	-2
COc1ccc(CCNC(=O)COC(=O)c2ccc(F)c(S(=O)(=O)N3CCOCC3)c2)cc1	0
O=C(N/N=C/c1ccccn1)c1cccc(S(=O)(=O)Nc2ccccc2Cl)c1	-1
O=C(CSc1ncn[nH]1)N1CCCCC1	0
Cc1cccc(CCN(Cc2cc3cccc(C)c3[nH]c2=O)C(=O)N2CCOCC2)c1	-1
CC(=O)Nc1ccc(S(=O)(=O)NCCC(=O)NCCOc2ccccc2)cc1	1
CC1(C)Cc2c(sc3nn[nH]c(=O)c23)CO1	1
CC(C)n1c(N2CCN(C(=O)Nc3ccc(Cl)cc3)CC2)nc2ccccc21	-1
CCS(=O)(=O)n1nc(-c2ccccc2)nc1SCc1ccccc1	4
O=C(c1ccco1)N1CCN(c2ncnc3c2[nH]c2ccc(Br)cc23)CC1	-2
Cc1ccc(C(C)C)c(OCc2ccc(C(=O)N/N=C/c3ccc(O)c(O)c3)cc2)c1	-2
Cc1cc(C(=O)OCC(=O)NCc2ccc3c(c2)OCO3)c2ccccc2n1	-3
C/C(=N\NC(=O)c1cc(-c2ccc(Br)s2)[nH]n1)c1ccncc1	-1
Cc1cccc(N2C(=O)CC(Sc3nc(-c4ccccc4)c4cc(Cl)ccc4n3)C2=O)c1 (stereo not drawn)	5

An excerpt of these results, in CSV form:
Molecule,TbREL1 inh
CCCc1cc(=O)[nH]c(NCc2ccc(Cl)cc2)n1,3
COc1ccc(S(=O)(=O)N(CCc2ccccc2)CC(=O)N2CCOCC2)cc1,-6
Cc1c(C(=O)c2ccc(Cl)cc2[N+](=O)[O-])c2ccccn2c1CCC#N,-3
CN(Cc1cccs1)C(=O)c1ccc(Cl)c(S(=O)(=O)N2CCCCCC2)c1,-2
CCOC(=O)N[C@H](C(=O)N1CCC[C@H]1C(=O)NCCc1ccccc1Cl)C1CCCCC1,2

Next section.
SMILES	TbREL1 inh
Cc1ccc(Cn2nnc3c(=O)[nH]c(C4CCN(S(=O)(=O)Cc5ccccc5)CC4)nc32)cc1	-2
CC(=O)c1ccc(NC(=O)CSc2nnc(C3CC3)n2C)cc1	-2
COC(=O)c1cc(-c2cccc(C#N)c2)c(=O)n2c1CCC2	0
COc1ccc2oc(-c3ccccc3[N+](=O)[O-])cc(=O)c2c1	1
COc1cccc(C2Nc3ccccc3C(=O)N2Cc2ccccc2)c1 (stereo not drawn)	1
COc1ccccc1C(=O)NCCC(=O)N1CC(=O)Nc2ccccc21	-2
CCCC(=O)CN1C(=O)C2(OCCO2)c2ccccc21	-2
CC(C)(C)c1ccc(S(=O)(=O)N2CCCC2C(=O)NC2=NCCS2)cc1 (stereo not drawn)	1
Cn1nc(C(=O)NC(C)(C)C)c2ccccc21	-2
O=C(COc1c(F)c(F)c(C(F)(F)F)c(F)c1F)Nc1ccc(N2CCOCC2)c(Cl)c1	0
CC(C)CCNC(=S)Nc1ccccc1F	-4
O=C1CCC(=O)N1c1ccc(CSc2nc3ccccc3[nH]2)cc1	-2
CCOc1ccc(N(CC(=O)NCCSCc2ccc(Cl)cc2)S(C)(=O)=O)cc1	-1
CCOc1ccc(-n2c(COc3ccc(Cl)cc3)nnc2SCC(=O)Nc2ccc(OCc3ccccc3)cc2)cc1	1
O=C(Cn1cnc2ccccc21)OCC(=O)N1CCc2ccccc2C1	8
Cc1ccc(S(=O)(=O)N2CCN(c3nc(CN4CCCC4)nc4sc(C)c(C)c34)CC2)cc1	1
Cc1cc(/C=N/NC(=O)COc2cccc3cccnc23)c(C)n1-c1ccc(O)cc1	3
COc1cccc(C(=O)NCCS(=O)(=O)NCc2ccc(Cl)cc2)c1	-1
Cc1cc(C)cc(NC(=O)c2nccnc2C(=O)O)c1	3
COC(=O)C1=C(C)N(Cc2ccc(C(F)(F)F)cc2)C(=NCC2CC2)NC1c1ccccc1C(F)(F)F (stereo not drawn)	14*
C[C@H]1[C@@H](OC(=O)Nc2ccccc2F)CC[C@@]23CCCN2C(=O)CCC[C@@H]13	-6
COc1ccc(NC(=O)C(Sc2ccccc2)c2ccccc2)c(OC)c1 (stereo not drawn)	-2
COc1ccc(CCNC(=O)CSc2nc3ncccc3[nH]2)c(OC)c1	1
COc1ccccc1NS(=O)(=O)c1ccc(-c2cnc(C3CC3)o2)cc1	1
CN(C)c1ccc(C2N(c3ccc(F)cc3)C(=O)C3CCCN32)cc1 (stereo not drawn)	-3
COc1ccc(-c2nnc3n2N=C(c2cccc([N+](=O)[O-])c2)CS3)cc1	1
Cc1ccc(C(C(=O)NC2CCCCC2)N2CCN(C(=O)c3ccco3)CC2)cc1 (stereo not drawn)	-1
CC(Sc1nnc(N)s1)C(=O)c1c(N)n(C)c(=O)n(C)c1=O (stereo not drawn)	0
Cc1cccc(NS(=O)(=O)c2cc3c4c(c2)CCC(=O)N4CCC3)c1	0
COc1ccc(Cn2cc(Cn3c4ccccc4c(=O)n3C(C)C)nn2)cc1	3
CN(C)C1CCCCC=CC(=O)NC1 (stereo not drawn)	7
Cc1ccccc1NC(=O)NC1(C(=O)NCC2CCCO2)CCCCC1 (stereo not drawn)	1
Cc1cccc(C)c1NC(=O)C(c1ccncc1)N1CCN(CCN(C)C)CC1 (stereo not drawn)	-1
COC(=O)/C=C1\C(=O)N(c2nc3ccccc3s2)C(=S)N1c1ccc(F)cc1	-1
Cc1ccc(C)c(CS(=O)(=O)c2cn(CC(=O)N3CCCCC3)c3ccccc23)c1	-2
CCCC(=O)Nc1nnc(SCC(=O)NCc2ccco2)s1	1
CC(C)(C)c1ccc(S(=O)(=O)N2CCCC(C(=O)N3CCN(Cc4ccccc4)CC3)C2)cc1 (stereo not drawn)	-2
CC(C)CCN1CCN(Cc2ccon2)CC1CCO (stereo not drawn)	0
COc1ccc(N(C(=O)c2ccn[nH]2)C(C(=O)NC2CCCC2)c2ccc(F)cc2)cc1 (stereo not drawn)	-2
CN(C(=O)CCCN1CCCC1=O)C1CCCN(Cc2ccccc2F)C1 (stereo not drawn)	0

Records above shown as hits in TbREL1 inh.
SMILES	TbREL1 inh
COC(=O)C1=C(C)N(Cc2ccc(C(F)(F)F)cc2)C(=NCC2CC2)NC1c1ccccc1C(F)(F)F (stereo not drawn)	14*

New compounds follow
SMILES	TbREL1 inh
COc1ccc(/C=N/NC(=S)Nc2ccccc2)cc1COc1ccc(Br)cc1	-3
Cc1ccc2nc(NC(=S)NC(=O)c3ccc(OC(C)C)cc3)sc2c1	-2
CCCOc1ccc(C(=O)OCC(=O)c2c(N)n(C)c(=O)n(C)c2=O)cc1OCC	-1
CCc1nccn1S(=O)(=O)c1cc(C)c(OC)cc1C	0
CCOc1ccccc1NC(=O)Cn1c(=O)sc2ccccc21	-1
CCCCNC(=O)O[C@@H]1C[C@H]2CCC(=O)N3CC[C@@H](C1)[C@@H]23	-1
Nc1nc2n(n1)C(c1ccc(F)cc1)CC(c1ccc(F)cc1)N2 (stereo not drawn)	-4
CCCc1cc(=O)[nH]c(SCC(=O)Nc2oc(C)c3c(C)n[nH]c(=O)c23)n1	0
COc1ccc(NC(=O)Nc2cccc3c2O[C@H](CN(C)C(=O)Nc2ccc4c(c2)OCO4)[C@@H](C)CN([C@H](C)CO)C3=O)cc1	-2
O=C(COc1ccc(C(=S)N2CCC(Cc3ccccc3)CC2)cc1)N1CCOCC1	3
COCCN(C(=O)COC(=O)CCc1ccc(OC)cc1)c1c(N)n(Cc2ccccc2)c(=O)[nH]c1=O	-2
CN(C)c1nc2ccccc2n(C)c1=O	1
O=C(c1cnn2cccnc12)N1CCN(Cc2ccc3c(c2)OCO3)CC1	2
NC(=O)CC(NC(=O)Cc1cccc2ccccc12)c1ccc(NC2CCN(Cc3ccccc3)CC2)c([N+](=O)[O-])c1 (stereo not drawn)	6
COc1ccc(-c2nsc(SCC(=O)NCc3ccc4c(c3)OCO4)n2)cc1	-3
Cc1noc(C)c1COC(=O)c1cc(F)c(F)cc1Cl	5
Cc1cc(C(=O)NC2CCCC2)c2ccccc2n1	5
Cc1ccc(NC(=O)C2COc3ccccc3O2)cc1S(=O)(=O)N1CCCCC1 (stereo not drawn)	1
CCCOC(=O)c1ccc(NC(=O)C2C3CCC(C3)C2C(=O)O)cc1 (stereo not drawn)	-2
O=C(NCC(c1ccco1)N1CCCCC1)c1ccc(S(=O)(=O)Nc2ccccc2)cc1 (stereo not drawn)	-2

Single values from the entries so far.
TbREL1 inh with CCCc1cc(=O)[nH]c(SCC(=O)Nc2oc(C)c3c(C)n[nH]c(=O)c23)n1 reads 0
TbREL1 inh with COc1ccc(-c2nsc(SCC(=O)NCc3ccc4c(c3)OCO4)n2)cc1 reads -3
TbREL1 inh with CCCCNC(=O)O[C@@H]1C[C@H]2CCC(=O)N3CC[C@@H](C1)[C@@H]23 reads -1

Next structures follow:
SMILES	TbREL1 inh
CCOc1ccc(N=C2Sc3nc4ccc(C)cc4cc3CN2CCOC)cc1	0
O=c1[nH]c(C2CCN(S(=O)(=O)/C=C/c3ccccc3)CC2)nc2c1nnn2Cc1ccccc1	-1
O=C(NCc1ccccn1)c1n[nH]c(=O)c2ccccc12	0
Cn1c(CNC(=O)c2cccs2)nnc1SCC(=O)Nc1ccc(Cl)cc1	-1
O=C(CSc1ncccn1)Nc1ncc(C(F)(F)F)cc1Cl	-1
CCOc1ccccc1NC(=O)Nc1ccc2c(c1)CCC2	6
Cc1ccccc1CNC(=O)C(C)Sc1ccccc1 (stereo not drawn)	3
CCCCC1Cc2[nH]c(=S)[nH]c(=O)c2C(C(C)C)O1 (stereo not drawn)	-2
CC/C=C(\NC(C)=O)c1ccccc1	0
CSc1nc2ccc3nc(NC(=O)c4ccccc4)sc3c2s1	5
O=C1CC(c2ccc3c(c2)OCCO3)Oc2ccccc21 (stereo not drawn)	2
O=C(N/N=C/c1cccc([N+](=O)[O-])c1)c1cccs1	-1

These rows are one share of the data (hit frequency here may not be typical).
